NCOA1 inh: SRC1 coactivator transcriptional activity inhibitors, primary screen, cell-based, luminescence; HEK293 GAL4-SRC1 luciferase reporter; inhibition, % at 3.6 µM; 360,000 tested, 0.12% active;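 active means inhibition above the campaign mean plus 3 SD, with each screening campaign given its own cutoff, cut at about 60% in these data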;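 further: 0% = DMSO treated cells and 100% = gossypol at 36 µM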
Target sequence (Q15788 whole entry, looked up, the tested form may be a part): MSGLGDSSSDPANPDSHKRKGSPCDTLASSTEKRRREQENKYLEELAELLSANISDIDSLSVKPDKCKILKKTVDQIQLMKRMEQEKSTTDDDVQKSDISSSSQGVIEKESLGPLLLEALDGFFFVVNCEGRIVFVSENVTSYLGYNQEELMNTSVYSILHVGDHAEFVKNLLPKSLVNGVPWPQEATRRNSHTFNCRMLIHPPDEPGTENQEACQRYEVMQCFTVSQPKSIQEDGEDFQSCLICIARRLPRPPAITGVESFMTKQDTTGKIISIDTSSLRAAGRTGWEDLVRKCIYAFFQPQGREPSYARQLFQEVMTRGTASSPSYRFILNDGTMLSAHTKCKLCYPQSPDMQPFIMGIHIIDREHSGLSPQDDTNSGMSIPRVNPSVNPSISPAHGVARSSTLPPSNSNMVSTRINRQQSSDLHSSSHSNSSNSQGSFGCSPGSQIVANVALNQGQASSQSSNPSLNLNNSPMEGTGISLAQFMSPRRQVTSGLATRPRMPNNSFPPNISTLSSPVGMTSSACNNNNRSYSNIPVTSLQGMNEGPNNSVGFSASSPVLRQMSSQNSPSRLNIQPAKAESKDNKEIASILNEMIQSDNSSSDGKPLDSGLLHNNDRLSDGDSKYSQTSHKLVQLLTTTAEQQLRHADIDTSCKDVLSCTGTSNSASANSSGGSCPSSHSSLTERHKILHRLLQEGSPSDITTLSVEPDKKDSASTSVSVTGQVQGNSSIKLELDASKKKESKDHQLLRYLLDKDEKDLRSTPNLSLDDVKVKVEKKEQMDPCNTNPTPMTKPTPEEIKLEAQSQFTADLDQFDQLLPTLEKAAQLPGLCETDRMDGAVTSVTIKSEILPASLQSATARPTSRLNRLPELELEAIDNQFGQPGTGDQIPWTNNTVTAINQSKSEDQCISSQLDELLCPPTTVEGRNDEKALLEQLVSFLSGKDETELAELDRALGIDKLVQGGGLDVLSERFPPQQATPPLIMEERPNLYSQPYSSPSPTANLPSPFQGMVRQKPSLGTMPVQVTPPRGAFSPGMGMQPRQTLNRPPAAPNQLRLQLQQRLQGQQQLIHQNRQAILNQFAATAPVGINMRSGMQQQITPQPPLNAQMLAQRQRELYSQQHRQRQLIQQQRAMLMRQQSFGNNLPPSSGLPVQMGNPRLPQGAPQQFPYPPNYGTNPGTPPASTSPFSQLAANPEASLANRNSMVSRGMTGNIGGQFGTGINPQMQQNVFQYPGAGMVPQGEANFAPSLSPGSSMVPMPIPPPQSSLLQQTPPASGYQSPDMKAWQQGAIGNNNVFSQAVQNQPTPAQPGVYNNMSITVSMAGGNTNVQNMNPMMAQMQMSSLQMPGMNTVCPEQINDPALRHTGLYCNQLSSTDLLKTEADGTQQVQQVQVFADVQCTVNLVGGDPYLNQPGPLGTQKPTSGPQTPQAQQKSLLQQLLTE
NOD2-RIPK2 inh: NOD2-RIPK2 binding disruptors in cells, primary screen, fluorescence, CHO cells, BLA complementation. CCF4 ratio. inhibition, % at 4.98 µM. 360,000 tested, 0.38% active; in the data active means inhibition above about 21%;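 further: 0% = vehicle only and 100% = reference blocker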
SRC2 inh: inhibition of GAL4-SRC2 driven luciferase reporter, primary screen, SRC2 inhibitor project, cell-based, luminescence; Nuclear receptor coactivator 2 (Homo sapiens), Q15596; HEK293 GAL4-SRC2 luciferase reporter; 370,000 tested, 0.17% active; AID 651957, 2012; inhibition, % at 9 µM;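 active means inhibition above the mean inhibition of all tested compounds plus 3 SD, set per campaign, cut at about 52% in these data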;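 further: 0% = DMSO treated cells and 100% = cells given Gossypol at 36 µM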
NR5A2 inv ag: LRH-1 (NR5A2) inverse agonists, primary screen, cell-based, luminescence, HEK293T, StAR-luciferase reporter; Nuclear receptor subfamily 5 group A member 2 (Homo sapiens), O00482; 360,000 tested, 0.13% active; inhibition, % at 3.6 µM; AID 602396, 2012; LRH-1 transfected, 24 h;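 active means inhibition above the mean inhibition of all tested compounds plus 3 SD, cut at about 73% in these data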;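 further: 0% = DMSO wells and 100% = reporter-only cells lacking LRH-1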
COUP-TFII inh: NR2F2 transcriptional activity inhibitors, primary screen, cell-based, luciferase reporter, HEK293T, luminescence; HEK293T NGFI-A luciferase reporter; COUP transcription factor 2 (Homo sapiens), P24468; AID 686940, 2013; 370,000 tested, 0.7% active; inhibition, % at 8.6 µM;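 active means inhibition above a per-plate cutoff, mean inhibition of test wells between control levels plus 3 SD, cut at about 38% in these data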;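 further: cells cotransfected with COUP-TFII expression vector driving the NGFI-A reporter; 0% = median of COUP-TF2 test wells and 100% = reporter-only cells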
TROY signal inh: inhibitors of TROY-driven NF-kB signaling, primary screen, Q293 LMP1-TROYcd cells, NF-kB luciferase, uHTS; Q293 LMP1-TROYcd NF-kB luciferase reporter, 4 h; inhibition, % at 10 µM; 360,000 tested, 0.98% active; AID 1347056, 2019;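 active means compounds whose plate-normalised and pattern-corrected inhibition of the luciferase reporter signal at the single screening dose is 50% or more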
TRAIL sens C8: viability loss with TRAIL in NB7+C8 cells, primary screen, TRAIL sensitizer project, cell-based, ATPlite luminescence. inhibition (viability loss, TRAIL sensitization), % at 10 µM. 360,000 tested, 1% active. AID 624354, 2012;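 active means compounds causing at least 50% loss of cell viability in the single-dose screen, relative to plate controls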
Vif inh: HIV Vif self-association inhibitors, primary screen, imaging, HEK293T, single point | inhibition, % at 7.49 µM | HEK293T cells, Vif self-association by quenched fluorescence, 24 h | AID 602346, 2012 | 340,000 tested, 0.35% active; in the data active means inhibition above about 50%, passing the limit was not always enough; further: some results filed as inactive read as strong as hits
TLR9-MyD88 block: inhibitors of TLR9-MyD88 association in cells, primary screen, cell-based, CHO, BLA complementation, fluorescence; Toll-like receptor 9 (Homo sapiens) + Myeloid differentiation primary response protein …; CCF4 FRET ratio; inhibition, % at 4.98 µM; 340,000 tested, 0.21% active;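 active means inhibition above the mean over all tested compounds plus 3 SD, cut at about 21% in these data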;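 further: 0% = DMSO only wells and 100% = clavulanate BLA inhibitor control wells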
LMP1 NFkB inh: EBV LMP1-driven NF-kappaB luciferase reporter inhibitors, primary screen, cell-based, luminescence, single point. LMP1-induced NF-kappaB luciferase reporter cells. inhibition, % at 12.5 µM. 350,000 tested, 0.69% active. AID 504558, 2011; in the data active means inhibition above about 41%;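 further: 0% = neutral control wells and 100% = reference inhibitor control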
SRC3 inh: SRC3 coactivator transcriptional activity inhibitors, primary screen, cell-based, luminescence; inhibition, % at 3.6 µM; 360,000 tested, 0.17% active; HEK293 GAL4-SRC3 luciferase reporter; Nuclear receptor coactivator 3 (Homo sapiens), Q9Y6Q9;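 active means inhibition above a per-campaign cutoff, the mean of all compounds plus 3 SD, cut at about 60% in these data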;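 further: 0% = DMSO-treated cells and 100% = gossypol-treated cells at 36 µM; higher means less SRC3-driven luciferase light from the GAL4 reporter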
* hit, by the source's call; . = no result given. Only part of the results is shown; rates above refer to the full screens.

Molecule,NCOA1 inh,NOD2-RIPK2 inh,SRC2 inh,NR5A2 inv ag,COUP-TFII inh,TROY signal inh,TRAIL sens C8,Vif inh,TLR9-MyD88 block,LMP1 NFkB inh,SRC3 inh
COc1cccc(N2CCN(C(=O)C3CCCN(S(=O)(=O)c4ccc5c(c4)oc(=O)n5C)C3)CC2)c1 (stereo unspecified),19,-15,-4,6,9,15,16,-19,0,7,14
Cc1ccc(-c2nnn(CCC(=O)Nc3ccc4c(c3)OCO4)n2)cc1,7,-6,6,-1,7,5,-2,-4,9,-5,13
COc1ccc(N(CC(=O)Nc2cccnc2)S(=O)(=O)c2ccccc2)cc1OC,11,-9,-14,-10,-3,-5,-31,8,-1,-7,0
O=C(NC(=S)Nn1cnc2c(cnn2-c2ccccc2)c1=O)c1ccc(Oc2ccccc2)cc1,13,-4,-16,1,27,29,1,-3,-13,-4,19
COC(=O)COc1ccc(C2NC(=O)NC(c3ccccc3)=C2C(C)=O)cc1OC (stereo unspecified),-5,9,-23,1,-3,7,2,10,8,-10,21
COc1ccccc1-c1ccc(=O)n(CC(=O)NC(C)(C)C)n1,4,-2,-15,-1,7,-4,2,.,2,-1,3
CCN(CC)C(=O)Cn1cnc2sc(C(=O)Nc3cc(OC)c(OC)c(OC)c3)c(C)c2c1=O,-3,-5,-27,4,-13,-10,3,-5,-4,0,19
CCC(C)Nc1nc(N)c([N+](=O)[O-])c(N2CCCCCC2)n1 (stereo unspecified),9,-7,-5,-2,15,18,-1,-3,-6,-4,18
COc1ccc(S(=O)(=O)N2CCc3ccccc32)cc1C(=O)N(CC(C)C)C1CCS(=O)(=O)C1 (stereo unspecified),-3,-3,4,-4,3,7,4,-2,-3,2,-16
CC(C)Cc1nc(C(N)=O)c2[nH]c(=O)n(-c3ccc(F)cc3)c2n1,3,8,-12,1,-18,8,2,7,-13,-9,-13
COc1ccc(OC)c(S(=O)(=O)NCC(c2ccc(F)cc2)N2CCN(C)CC2)c1 (stereo unspecified),-11,-3,-16,-11,5,-15,17,-10,6,2,-4
Cc1c(NC(=O)C2CCCCN2S(=O)(=O)c2ccc(Cl)cc2)c(=O)n(-c2ccccc2)n1C (stereo unspecified),-35,-1,11,7,16,0,-17,9,1,0,11
COc1ccc(CNC(=O)COC(=O)c2ccc(F)c(S(=O)(=O)N3CCOCC3)c2)cc1,1,-9,30,-3,19,16,-2,5,-5,4,12
CCN1/C(=C2/SC(=S)N(NC(C)=O)C2=O)Sc2ccc(OC)cc21,2,0,-14,4,12,-11,-4,71*,-1,-2,-30
O=C(NCCCO)C(=O)NCCc1ccc(Cl)cc1,1,-2,18,5,1,9,4,-10,-4,9,-4
COc1cc(-c2onc3ccc(Br)cc23)cc(OC)c1OC,-5,4,-9,12,-14,-9,-27,4,4,13,3
CC(C)(C)NC(=O)CN1CCCN(C(=O)c2cccc(S(=O)(=O)N3CCc4ccccc43)c2)CC1,-5,-6,-16,0,8,15,-6,-1,-18,-4,-32
COc1cccc2cc(-c3cn4cccc(C)c4n3)c(=O)oc12,-122,-13,-78,-72,-42,-63,25,9,5,-11,-47
CC1C=CCC2C(=O)N(c3cccc(C(=O)Nc4ccc(F)cc4)c3)C(=O)C12 (stereo unspecified),-10,-19,-13,-32,-21,8,6,-1,-13,-13,-5
NC1=NC[C@H](Cc2ccccc2)N1CCc1cccc(F)c1,-9,-15,5,6,-4,-4,7,-7,-3,-3,10

Grouped by structure, the entries above with two or more sulfur atoms.
Molecule,NCOA1 inh,NOD2-RIPK2 inh,SRC2 inh,NR5A2 inv ag,COUP-TFII inh,TROY signal inh,TRAIL sens C8,Vif inh,TLR9-MyD88 block,LMP1 NFkB inh,SRC3 inh
COc1ccc(S(=O)(=O)N2CCc3ccccc32)cc1C(=O)N(CC(C)C)C1CCS(=O)(=O)C1 (stereo unspecified),-3,-3,4,-4,3,7,4,-2,-3,2,-16
CCN1/C(=C2/SC(=S)N(NC(C)=O)C2=O)Sc2ccc(OC)cc21,2,0,-14,4,12,-11,-4,71*,-1,-2,-30

(next part)
Molecule,NCOA1 inh,NOD2-RIPK2 inh,SRC2 inh,NR5A2 inv ag,COUP-TFII inh,TROY signal inh,TRAIL sens C8,Vif inh,TLR9-MyD88 block,LMP1 NFkB inh,SRC3 inh
Cc1ccc(NC(=O)COC(=O)CCn2c(C)csc2=O)cc1S(=O)(=O)N1CCOCC1,-24,-3,-19,2,-4,-8,1,-14,-1,-1,-1
O=C(CN(C(=O)CCC(=O)Nc1nccs1)c1ccccc1F)NCc1ccccc1,7,-5,-3,-1,9,-12,-11,-1,-1,-2,12
Cc1cccc(NC(=O)Cn2c(=O)oc3ccccc32)c1,-3,-2,13,2,-17,-35,0,21,-3,13,20
CN1CCN(S(=O)(=O)c2ccc(Oc3ccc(F)c(Cl)c3)nc2)CC1,-38,-2,-2,4,-30,-2,-1,7,6,-3,7
N#Cc1ccc(NC(=S)NC(=O)C2CCCCC2)cc1,-24,-8,-2,-21,-5,-23,7,29,-9,-8,-40
CC(=O)Nc1ccc(NC(=O)CSc2nnc(-c3ccco3)n2Cc2ccco2)cc1,7,0,-13,54,6,8,11,-15,-4,-28,12
Cc1cccn2c(=O)c3cc(C#N)c(=N)n(CCN4CCOCC4)c3nc12,-12,-4,.,-9,.,-4,5,12,-1,-2,11
O=C(NCc1cccc(Cl)c1)NC(=O)c1csc([N+](=O)[O-])c1,8,-14,-25,1,2,-7,-5,5,1,-7,7
COc1cccc(-c2cc(C(F)(F)F)n3ncc(S(=O)(=O)c4ccccc4)c3n2)c1,8,0,-13,3,7,-17,17,3,-11,-9,8
O=S(=O)(Nc1nc2ccccc2nc1Cl)c1ccccc1C(F)(F)F,-2,-10,-8,11,-20,5,-7,-4,-7,9,-39
Cc1ccc(NC(=S)NC2CCCCC2)cc1S(=O)(=O)N(C)C,-8,-3,-27,-37,-14,-22,-3,0,6,-12,-19
Cc1ccc(-c2nnn(CC(=O)N3CCN(c4ccccc4)CC3)n2)o1,6,4,-6,8,14,-16,-3,0,9,-26,-5
Cn1c(CSc2nc3ccccc3s2)nnc1SCC(=O)NCc1cccnc1,-1,1,-13,8,-4,-4,-15,17,2,-8,13
CN(CC1COCCO1)C(=O)c1cc(COc2c(F)cccc2F)on1 (stereo unspecified),-15,-2,2,-15,-45,-44,2,1,4,-8,16
CCC(=O)N1CCN(c2ccccc2NC(=O)COc2cccc(C)c2)CC1,3,-12,-1,-13,3,9,-11,-1,3,-13,13
Cc1nc2ccc(NC(=O)c3oc4ccc(F)cc4c3C)cc2s1,-5,5,.,-8,.,1,-2,10,-22,1,7
O=C(Nc1ccc(Cl)c(Cl)c1)C1CCN(C(=O)c2ccco2)CC1,-37,5,-23,-5,4,-1,-10,-4,-3,8,9
COc1ccc(N(CC(=O)NC2CCCC2)C(=O)CCC(=O)Nc2cc(C)on2)cc1OC,4,6,-11,0,17,7,3,-1,4,0,-4
CC(C)(C)OC(=O)NCCCCCc1nnc(SCC(N)=O)o1,4,8,6,-22,8,-6,-8,20,1,4,-49
O=C(CCCOc1ccccc1)NC(=S)Nc1ccccc1,1,-3,4,-4,11,6,-9,-9,-2,0,-10
CCOC(=O)C(Cc1ccc(NC(C)=O)cc1)N1C(=O)c2ccccc2C1=O (stereo unspecified),8,-13,20,1,16,-12,-3,2,-6,0,3
CCN(C(=O)COC(=O)c1ccc(OC)c(S(=O)(=O)N(C)Cc2ccccc2)c1)C1CCS(=O)(=O)C1 (stereo unspecified),-4,-3,-13,-3,-1,-3,-9,.,0,9,1
CC(=O)c1c(N2CCN(C)CC2)[nH]c(-c2ccccc2)nc1=S,-26,-4,1,7,0,8,2,-1,8,5,-14
COC(=O)c1ccc(NC(=O)Cn2nc(C)cc2C)cc1,-3,3,-13,19,9,-4,-6,0,-7,-5,11
O=C(O)COc1ccccc1/C=N/NC(=O)CSc1nc2ccccc2c(=O)n1-c1ccc(Cl)cc1,-25,-7,-18,-7,1,14,19,.,-10,-13,5
O=C(NCC(c1cccs1)N1CCOCC1)c1cc(-c2ccccn2)nc2ccccc12 (stereo unspecified),-8,-6,19,9,6,-4,-11,-5,0,-8,-2
Fc1cccc(COc2ccccc2C(=S)N2CCCC2)c1,3,-2,-25,5,20,-1,6,7,2,8,-4
O=c1c2ccc(Cl)cc2nc2n1CC/C2=C\c1cccc(O)c1,2,-7,-10,-6,-5,-20,-2,3,7,-6,-9
CCSc1nnc(NC(=O)CSc2nc3c(c(=O)n2CC)SC(C)C3)s1 (stereo unspecified),-18,-5,-12,16,24,29,23,-2,-5,2,-3
O=C(/C=C/c1ccccc1)Nc1cccc(C(=O)NCCc2ccccc2)c1,-69,-11,-31,-66,-7,22,38,-2,-9,-20,-47
CCOC(=O)CSc1nc(-c2ccccc2)nc2c1oc1ccccc12,0,-11,-29,5,-11,13,9,0,3,-1,9
COc1ccc(S(=O)(=O)N2CCOC23CCN(S(=O)(=O)c2cccs2)CC3)cc1,-8,-5,4,-2,6,3,3,3,-9,-4,-5

Source: PubChem BioAssay
